Source: PubChem BioAssay
NCI-60 one-dose screen, 48 h, at 10 µM unless noted. Numbers give growth in % (100 = growth as untreated, 0 = no growth, -100 = all killed).
HL-60(TB) – HL-60(TB) leukemia cells; 78,000 compounds, 9% hits; AID 1794776; active = growth percent below 10
* hit, by the source's call; & = joins results of further samples; [ ] = another dose, or the depositor's remark.

SMILES | HL-60(TB)
c1ccc(Cc2c[nH]c3ccccc23)cc1 | 110.0
CN(C)C/C=C/C(=O)Nc1cn(C2CC2)c2cc(N3CCN(c4nccc(-c5nccs5)n4)CC3)c(F)cc2c1=O | 94.6
C/C(=N\N=C(N)N)c1ccc(NC(=O)Nc2ccc(/C(C)=N/N=C(N)N)cc2)cc1 | 44.7
c1ccc(Cn2cc(-c3nc4ccccc4s3)c3cccnc32)cc1 | 114.7
C=C(C)[C@@H]1CCC=C2CC[C@]3(C)[C@H](CC[C@@H]4[C@@]5(C)CC=CC(C)(C)[C@@H]5CC[C@]43C)[C@H]21 | 77.2
NC(N)=N/N=C(/c1ccccc1)c1ccc(F)cc1 | -70.6*
COc1ccc(Cc2ncc(-c3ccc(N)cc3)o2)cc1OC | 96.8
Nc1nn2c(-c3cc4ccccc4oc3=O)ccnc2c1N=Nc1ccc(F)cc1 | 112.0
COc1cc2c(c(OC)c1OC)CCC(c1cccc(NC(=O)c3cccc(Br)c3)c1)O2 (stereo not drawn) | 97.0
O=c1c2ccccc2nc(N/N=C/c2ccc(N3CCCCC3)cc2)n1-c1ccccc1 | 91.8
CCC(=O)Nc1ccc(Cl)c(Cl)c1 | 92.4
C/C(=N\Nc1ccccc1C(=O)O)C(=O)O | 107.5
CCN(CC)Cc1cc(Nc2cc(C(F)(F)F)c(C#N)c3nc4ccccc4n23)ccc1O | -10.9*
CC1CCN(CN2N=C3c4ccsc4CCCC3CC2=O)CC1 (stereo not drawn) | 90.4
O=C1OC(=O)C2C3CCC(O3)C12 (stereo not drawn) | 119.8&89.5
O=c1cc(CO)occ1O | 107.1
c1ccc(Cn2c3cc4ccccc4nc3c3cccnc32)cc1 | 101.7
O=S(=O)(NCCNc1nccc(-c2c(-c3ccccc3)nc3sccn23)n1)c1ccc(O)cc1 | 68.0
C[n+]1c(/C=C/c2ccccc2)ccc2ccccc21 | 85.9
CC(=O)c1ccc(S(=O)(=O)Cl)cc1 | 95.9
CCOC12CC3C4=CCOC5CC(=O)N6c7ccccc7C1(CCN2C4)C6C53 (stereo not drawn) | 93.0
S=c1nc(Cc2nc3ccccc3s2)[nH][nH]1 | 89.4
O=[N+]([O-])c1cc(C(F)(F)F)cc2c1SC1=Nc3ccccc3CN12 | 109.2
O=C(C(Br)C(Br)c1ccccc1)C(Br)C(Br)c1ccccc1 (stereo not drawn) | -49.7*
O=C(O)c1ccc(-c2nn(-c3ccc(C(F)(F)F)cc3)cc2CNc2ccc(Cl)cc2)cc1 | 84.9
C/C(=N\Nc1ccc([N+](=O)[O-])cn1)c1ccc(N)cc1 | -30.8*
COc1ccc(-n2cc(-c3ccc(Cl)cc3)nc2SCC(=O)c2ccc(Cl)cc2)cc1 | 73.0
O=C1CCCC=CC[C@H]2C=C(Cl)C(=O)C2=CC[C@H](CCCCC(F)(F)F)OC(=O)CCCC=CC[C@H]2C=C(Cl)C(=O)C2=CC[C@H](CCCCC(F)(F)F)OC(=O)CCCC=CC[C@H]2C=C(Cl)C(=O)C2=CC[C@H](CCCCC(F)(F)F)O1 | 27.6[6.25 µM]
O=C(Nc1nc2ccc(OC(F)(F)F)cc2o1)Nc1c(F)cccc1F | 88.5
O=C1C(Cl)=CC(=NCl)C=C1Cl | 92.5
CC[C@H](Nc1nc(N)nc(C2CC2)c1C#N)c1nc2cccc(NCc3ccc(C(=O)NO)cc3)c2c(=O)n1-c1ccccc1 | -19.3*
COc1cc(/C=C2/Oc3cc4occc4c(OC)c3C2=O)ccc1OCC(=O)Nc1ccccc1 | 72.9
Nc1cc(S(=O)(=O)c2ccc(O)c(N)c2)ccc1O | 114.0
Cc1cc(NCCCCCCNc2cc(C)[n+](C)c3ccccc23)c2ccccc2[n+]1C | 105.5
O=C1O[C@H]2CCCC[C@@H]2C12ON=C(c1ccc([N+](=O)[O-])cc1)S2=O (stereo partly drawn) | 103.1
Oc1ccccc1C=NCCN(CCN=Cc1ccccc1O)c1ccccc1 | 109.6
CC(=O)c1c(C)c(C)c(C(C)=O)c(C)c1C | 98.3
O=c1cc(O)n(C2=NCCN2)[nH]1 | 75.7
[C-]#[N+]c1c(-c2ccc(OC)cc2)cc(-c2ccc(N)cc2)nc1N | 89.6
COC(=O)c1cc(Cl)nc(S(C)(=O)=O)n1 | 96.5

16 compounds from above, sorted by molecular weight, low to high.
SMILES | HL-60(TB)
O=c1cc(O)n(C2=NCCN2)[nH]1 | 75.7
CC(=O)c1c(C)c(C)c(C(C)=O)c(C)c1C | 98.3
S=c1nc(Cc2nc3ccccc3s2)[nH][nH]1 | 89.4
COC(=O)c1cc(Cl)nc(S(C)(=O)=O)n1 | 96.5
C/C(=N\Nc1ccc([N+](=O)[O-])cn1)c1ccc(N)cc1 | -30.8*
Nc1cc(S(=O)(=O)c2ccc(O)c(N)c2)ccc1O | 114.0
[C-]#[N+]c1c(-c2ccc(OC)cc2)cc(-c2ccc(N)cc2)nc1N | 89.6
O=C1O[C@H]2CCCC[C@@H]2C12ON=C(c1ccc([N+](=O)[O-])cc1)S2=O (stereo partly drawn) | 103.1
O=[N+]([O-])c1cc(C(F)(F)F)cc2c1SC1=Nc3ccccc3CN12 | 109.2
O=C(Nc1nc2ccc(OC(F)(F)F)cc2o1)Nc1c(F)cccc1F | 88.5
Oc1ccccc1C=NCCN(CCN=Cc1ccccc1O)c1ccccc1 | 109.6
Cc1cc(NCCCCCCNc2cc(C)[n+](C)c3ccccc23)c2ccccc2[n+]1C | 105.5
COc1ccc(-n2cc(-c3ccc(Cl)cc3)nc2SCC(=O)c2ccc(Cl)cc2)cc1 | 73.0
O=C(O)c1ccc(-c2nn(-c3ccc(C(F)(F)F)cc3)cc2CNc2ccc(Cl)cc2)cc1 | 84.9
CC[C@H](Nc1nc(N)nc(C2CC2)c1C#N)c1nc2cccc(NCc3ccc(C(=O)NO)cc3)c2c(=O)n1-c1ccccc1 | -19.3*
O=C1CCCC=CC[C@H]2C=C(Cl)C(=O)C2=CC[C@H](CCCCC(F)(F)F)OC(=O)CCCC=CC[C@H]2C=C(Cl)C(=O)C2=CC[C@H](CCCCC(F)(F)F)OC(=O)CCCC=CC[C@H]2C=C(Cl)C(=O)C2=CC[C@H](CCCCC(F)(F)F)O1 | 27.6[6.25 µM]

Continuation:
SMILES | HL-60(TB)
c1cncc(-c2ccnc3nc(-c4ccncc4)nn23)c1 | 102.4
O=C(/C=C/c1ccc(OCc2ccccc2)cc1)c1c(F)cccc1F | 101.1
COc1ccc(-c2cc(-c3c(C)oc4cc5occc5c(OC)c4c3=O)[nH]c(=O)c2C#N)cc1OC | 97.6
O=C(Nc1ccccc1)Nc1ccc(OCc2ccc(F)cc2)cc1 | 91.9
Clc1ccc(/C=N/N=C/c2ccc(Cl)cc2Cl)c(Cl)c1 | 70.0
COc1cc2oc(-c3cccc(C(=O)Nc4ccccc4)c3)cc(=O)c2c(OC)c1OC | 87.3
COC1(OC)C2(Cl)C=C(c3ccccc3)C1(Cl)C(Cl)=C2Cl (stereo not drawn) | 83.7
CCNC(=O)OCCCl | 104.8
COc1ccc(NC(=O)[C@@H](N)CO)cc1C(=O)Nc1cccc(C2CC(=O)c3c(cc(OC)c(OC)c3OC)O2)c1 (stereo partly drawn) | 58.0
O=C(/C=C(/C=C/c1ccc(OC(F)(F)F)cc1)OB(F)F)/C=C/c1ccc(OC(F)(F)F)cc1 | 96.4
COc1ccc(C2CC(c3cc(OC)c(OC)c(OC)c3)=NO2)cc1OCCCCOc1ccc(-n2c(/C=C/c3ccccc3)nc3ccccc3c2=O)cc1 (stereo not drawn) | 134.6
O=C1CSC(=S)N1c1ccccc1 | 90.2
O=C(CC(=O)Nc1ccc(C(=O)O)cc1)Nc1ccc(C(=O)O)cc1 | 91.2
O=CN1N=C(c2ccc(Cl)cc2)CC1c1cn(Cc2ccc(Cl)cc2)c2ccccc12 (stereo not drawn) | 78.1
Oc1c(C(c2ccccc2)N2CCCCC2)ccc2ccccc12 (stereo not drawn) | 97.0
COc1ccc(C(=O)COc2ccc3c(c2)O/C(=C\c2cc(OC)c(OC)c(OC)c2)C3=O)cc1 | 34.4
Cn1c(-c2ccc(Br)cc2)c(O)c(=O)c2c(F)cccc21 | 122.4
COc1ccc(/C(=N\NC(N)=S)c2ccc(Cl)cc2)cc1OC | 13.2
CN(C)CCCOc1ccccc1NC1=C(Cl)C(=O)C(Nc2ccccc2OCCCN(C)C)=C(Cl)C1=O | -33.1*
Cc1[nH]cc[n+]1CC1CCC2C(C1=O)c1ccccc1N2C (stereo not drawn) | 104.1
CC(=O)c1nn(-c2ccc([N+](=O)[O-])cc2)cc1C(=O)c1cc2c(ccc3ccccc32)oc1=O | 90.1
C=C1c2c(C)nn(-c3ccc(N)cc3)c2N(C)C23CC1C1(C)c4c(C)nn(-c5ccc(N)cc5)c4N(C)C(C)(CC12)C3 (stereo not drawn) | 55.7
CCOC(=O)C1=C(C)N(c2ccc(OC)cc2)C2(O)C=CC(O)=C(C#N)C12C#N (stereo not drawn) | 99.6
O=C(Nc1ccc(OCc2nnc(-c3ccc(Cl)cc3)o2)c(F)c1)c1ccc(Cl)c(C(F)(F)F)c1 | 70.1
CN1CCN(CC#CCNC(=O)[C@]23CCC(C)(C)C[C@H]2C2=CC[C@@H]4[C@@]5(C)Cc6c([nH]c7ccccc67)C(C)(C)[C@@H]5CC[C@@]4(C)[C@]2(C)CC3)CC1 | 49.4
NNc1cccc2ccccc12 | 65.0
OCCN1CCC(CCCC2CCNCC2)CC1 | 96.9
Nc1ccc(N2C(=O)NC(=O)C(=O)C2=O)cc1 | 103.1
Nc1c(C(=O)c2ccccc2)sc2nc3c(cc12)N1CCC3CC1 | 91.6
CCCCCOC(=O)C(CCCCC)C(=O)CCCCC (stereo not drawn) | 108.5
O=C(O)c1ccc(-n2cc(CNc3ccccc3)c(-c3ccc(C(F)(F)F)cc3)n2)cc1 | 100.3
CS(=O)(=O)Nc1cncc(-c2ccc3ncnc(Nc4ccc(Oc5ccncc5)cc4)c3c2)c1 | 36.4
CC1(C)COC1(c1ccccc1)c1cccnc1 (stereo not drawn) | 101.3
Nc1ncnc2c1N=C(c1ccc(F)cc1)CC(c1cccc(Nc3ccnc4cc(C(F)(F)F)ccc34)c1)N2 (stereo not drawn) | 58.0
CCCCCC(=O)c1ccc(OCCCN2CCN(C(=O)OCC)CC2)cc1 | 72.4
COc1ccc(C2C=C(c3ccc(Cl)cc3)N=C3SC=CN32)cc1OC (stereo not drawn) | 110.7
COc1ccc2c(c1)CC/C(=C\c1cccc(OCC(=O)Nc3nccs3)c1)C2=O | 104.8
CC12CC(=O)C34OCC(=O)N3c3ccccc3C(O1)C4C2O (stereo not drawn) | 101.4
Cc1ccc(S(=O)(=O)Nc2ccc(C3=NNC(c4cccc(C)c4)C3)cc2)cc1 (stereo not drawn) | 102.6
N#Cc1ccccc1-c1ccc(CN2C(=O)S/C(=C\c3ccc(O)cc3)C2=O)cc1 | 94.5
N#Cc1c(N)[nH]c(S)c1C#N | 99.0
Nc1c(C(=O)Nc2ccc(F)cc2)sc2nc(-c3cnccn3)cc(-c3cccs3)c12 | 67.6
Cc1ccccc1NC(=O)Cn1cc(CN2CCN(c3ccnc4cc(Cl)ccc34)CC2)nn1 | 22.2
COC1C(COC(=O)c2ccccc2)OC2OC(C)(C)OC21 (stereo not drawn) | 102.7
O=[N+]([O-])c1cc2ncccc2c2ncccc12 | 88.1
N/C(=N\c1nc2ccc([N+](=O)[O-])cc2s1)NC(=O)Nc1ccccc1Cl | 67.3
COc1ccc(OC)c(NC=O)c1 | 62.2
CCc1c(O)c2cccc3c2n(c1=O)CC3 | 84.3
O=[N+]([O-])c1ccc(-c2nc3ccc(-c4n[nH]c(=S)n4-c4ccccc4)cc3[nH]2)cc1 | 101.5
CC(C)CCC[C@@H](C)[C@H]1CC[C@H]2[C@@H]3CC=C4c5sc(NCCCN6CCOCC6)nc5CC[C@]4(C)[C@H]3CC[C@]12C | 103.7
CN(/N=N/N(C)c1ccccc1)c1ccccc1 | 92.0&82.7
CCN(CCNc1ccc(C)c2sc3cc(Cl)ccc3c(=O)c12)CC(C)O (stereo not drawn) | 9.8*
O=c1[nH]c(CCl)nc2c1cnn2-c1ccccc1 | 108.7
COc1cc(/C=C/C(=O)c2nc3cc(F)ccc3nc2C)cc(OC)c1OC | -45.6*
C#CCC1(c2cccc(Cl)c2)NS(=O)(=O)c2ccccc21 (stereo not drawn) | 101.7
Cc1ccc(C(=O)Nc2cccc(C(=O)NC(=S)Nc3ccc(S(N)(=O)=O)cc3)c2)cc1 | 84.7
CCN(CC)CCNc1ccc([N+](=O)[O-])c2sc3cc(Cl)ccc3c(=O)c12 | 54.7
COc1cccc(N=C(N)N[N+](=O)[O-])c1 | 104.0
Cc1ccc(O)c(N)c1 | 114.5
Cc1nn(-c2ccc(Cl)cc2)c2c1C(c1ccc(F)cc1)C(C#N)=C(N)O2 (stereo not drawn) | 104.2

The list goes on.
SMILES | HL-60(TB)
COCOC1CCC2C3CCC4=CC(=O)CCC4=C3C=CC12C (stereo not drawn) | 112.4
COc1cc2nc(N3CCCC3)nc(Nc3ccccc3)c2cc1OC | -53.9*
NNc1ncnc2nc[nH]c12 | 35.3
Oc1ccccc1-c1ccccc1 | 102.7&96.2
N#C/C(=C\c1ccccc1Cl)c1ccccc1 | 98.8
CC(=O)C(C)Cc1cc2c(cc1C)C(C)(C)CCC2(C)C (stereo not drawn) | 100.6
Cc1nc(N)nc2c1CCC(Nc1ccccc1)S2 (stereo not drawn) | 97.1
O=C1CC(NC(=O)c2ccccc2)C(=O)O1 (stereo not drawn) | 98.5
CN1CCc2c(sc3ncnc(N/N=C/c4ccc(O)c(O)c4)c23)C1 | 92.3
CC(COC(=O)NCc1ccc(Cl)cc1)OC(N)=O (stereo not drawn) | 88.7
CCCC1CCCCN1C(=O)OCC(C)C (stereo not drawn) | 106.5
COC(CN1C=C(Sc2ccccc2)CC1)OC | 95.1
Cc1ccc(CSC(=S)NNc2ccccc2)cc1C | 101.5
c1c2c(cc3c1OCO3)CNCC2 | 89.6
CCOC(=O)C(C#N)C(C)CC (stereo not drawn) | 99.7
c1cc(-n2nnc3cnccc32)ccn1 | 104.1
CCOC(=O)c1cnc2nc[nH]n2c1=O | 97.8
Fc1ccccc1CSc1ncnc2c1ncn2C1CCCCO1 (stereo not drawn) | 85.8
COc1cc(C)cc2oc3oc(=O)c(C(=O)c4ccccc4)cc3c(=O)c12 | 106.5

Not all compounds are listed. The share of hits here may be higher or lower than overall.
